TRPV1 agonist: agonists of human vanilloid receptor 1 (TRPV1); Q8NER1; TRPV1-expressing cells, Fluo-8 calcium influx, agonist mode; activation, % at 8.33 µM; 320,000 compounds, 0.19% hits; in the data active = activation above about 80%; inconclusive = between about 30% and that limit; also: 0% is about no effect
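TRPV1-expressing cells were cultured overnight at 35.5C and loaded with Fluo-8 calcium dye for 40 to 90 min at room temperature. After a 10 s baseline, compound was added and calcium influx was read kinetically for 3 min (ex 480/em 520 nm).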
B2AR arrestin: recruits beta-arrestin to the human beta2-adrenergic receptor; 330,000 compounds, 0.02% hits; beta-arrestin recruitment to beta2AR, cell-based reporter; AID 492947; Potency, µM (highest dose often 46.1 µM), for the others: at the highest dose activation, most hits filed as activators;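 also: potency is read from the fitted curve at half-maximal effect; 0% = DMSO controls and full agonism = EC100 isoproterenol or metaproterenol; nearly all actives have a fitted effect of over 65% in size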
BRCA1 expr up: BRCA1 expression activation. MCF7-BRCA1-FFLuc reporter, luminescence, 48 h; response scale: scaled: vehicle 0%, 10 µM genistein 100%. 380,000 compounds, 1.1% hits. Potency, µM (titrated, usually from 46.1 µM), for the others: at the highest dose activation, hits mostly activators; also: potency is read from the fitted curve at half-maximal effect; nearly all actives have a fitted effect of over 80% in size; some results filed as inactive show a strong effect at the top dose
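Using MCF7 cells harboring a BRCA1 firefly luciferase reporter, plated 2 h before compound pinning, the screen measured luminescence after 48 h incubation. Responses were normalized to DMSO and 10 microM genistein, then fitted for concentration-effect.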
p53 reactivation: restores transcriptional activity of mutant p53. H1299 p53-A138V BP100-luciferase reporter, luminescence, 24 h. Potency, µM (top dose mostly 92.2 µM), without a hit: at the highest dose activity change, positive = activation, hits mostly activators. 320,000 compounds, 0.063% hits. AID 504706; also: potency is read from the fitted curve at half-maximal effect; % of control where 0% means no effect; nearly all actives have a fitted effect of over 45% in size
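H1299 (p53-null), stable ts p53-A138V + BP100-Luc; 1000 cells/well, Opti-MEM/10% FBS; cpd 4 pt, 1:5; 24 h, 37 deg C, 5% CO2; detection reagent 10 min RT; luminescence.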
a7 integrin act: integrin-mediated muscular dystrophy alleviation activation; alpha7betagal myoblasts, beta-gal FDG fluorescence, 48 h; Potency, µM (top dose mostly 38.3 µM), for inactives: at the highest dose activation, hits mostly activators; 350,000 compounds, 0.064% hits;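 also: potency is read from the fitted curve at half-maximal effect; 100% = response of the positive control SU9516; nearly all actives have a fitted effect of over 60% in size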
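Alpha7betagal+/- myoblasts (passage 13) were plated 16-24 hr, then exposed to compounds (1:260 dilution of DMSO stock) for 48 hours at 37C. After MPER lysis, β-galactosidase reporter activity was read as FDG fluorescence (ex 480/em 540) after 30 minutes.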
TSG101-PTAP inh: blocks PTAP/TSG101 interaction to inhibit HIV-1 budding | Q99816 | 340,000 tested, under 10 active | Potency, µM (top dose mostly 115 µM), for inactives: at the top dose activity change, negative = inhibition, hits mostly inhibitors | Fluorescence polarization, FITC-PTAP peptide / Tsg101 binding; active = well fitted inhibition curve with a large enough effect in the main read-out, with a control signal flat, not every such curve was filed as active; inconclusive = small, poorly fitted or top-dose-only effect, or effect the other way, or a change in a side signal; inactive = no such curve, though single readings can be large or run the other way; also: potency is read from the fitted curve at half-maximal effect; % of control where 0% means no effect
Target sequence (Q99816 whole entry, looked up): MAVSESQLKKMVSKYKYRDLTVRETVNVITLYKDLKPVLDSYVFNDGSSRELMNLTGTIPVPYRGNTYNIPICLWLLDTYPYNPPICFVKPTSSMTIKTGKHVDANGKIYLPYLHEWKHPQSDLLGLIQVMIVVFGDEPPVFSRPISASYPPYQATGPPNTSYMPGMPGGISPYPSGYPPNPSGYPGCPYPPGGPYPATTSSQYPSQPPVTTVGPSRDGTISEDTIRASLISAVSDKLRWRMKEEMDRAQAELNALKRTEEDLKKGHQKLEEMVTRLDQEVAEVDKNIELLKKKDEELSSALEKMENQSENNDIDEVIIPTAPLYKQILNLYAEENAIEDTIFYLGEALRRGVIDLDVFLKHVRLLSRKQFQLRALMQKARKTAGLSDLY
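Fluorescence anisotropy tracks displacement of a FITC-tagged PTAP peptide (50 nM) from the Tsg101 binding domain (10 uM), following a 20 min room-temperature incubation at pH 7.5.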
USP2a block: USP2a (human) protease inhibition; AID 463254; 330,000 compounds, 0.01% hits; Potency, µM (doses to about 38.3 µM), for inactives: top-dose activity change, negative = inhibition, hits mostly inhibitors; USP2 core, Ub-CHOP2 coupled fluorogenic reporter, 485/531;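 also: potency is read from the fitted curve at half-maximal effect; plate controls were DMSO wells for no effect and full inhibition by NEM control for full effect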
Target sequence (O75604 whole entry, looked up): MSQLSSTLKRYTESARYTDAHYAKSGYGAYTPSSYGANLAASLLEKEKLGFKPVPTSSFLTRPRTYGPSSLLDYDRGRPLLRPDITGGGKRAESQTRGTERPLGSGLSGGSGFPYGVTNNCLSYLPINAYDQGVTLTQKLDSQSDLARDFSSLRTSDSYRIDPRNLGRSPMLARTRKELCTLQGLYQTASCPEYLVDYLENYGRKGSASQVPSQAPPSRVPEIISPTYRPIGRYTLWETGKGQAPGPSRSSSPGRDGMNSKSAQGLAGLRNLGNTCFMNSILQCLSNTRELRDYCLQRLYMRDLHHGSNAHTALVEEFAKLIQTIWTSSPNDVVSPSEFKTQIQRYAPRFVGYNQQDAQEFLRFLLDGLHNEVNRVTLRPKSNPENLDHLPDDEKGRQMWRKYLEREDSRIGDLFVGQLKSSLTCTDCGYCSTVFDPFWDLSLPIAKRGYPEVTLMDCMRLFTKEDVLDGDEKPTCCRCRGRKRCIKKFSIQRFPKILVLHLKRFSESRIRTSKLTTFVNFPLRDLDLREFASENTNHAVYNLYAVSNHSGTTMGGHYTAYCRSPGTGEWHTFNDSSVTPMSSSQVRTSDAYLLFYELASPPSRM
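USP2 core (10nM final) preincubated 30min RT with compound in 20mM Tris-HCl pH 8.0, 2mM CaCl2, 2mM beta-mercaptoethanol, 0.05% CHAPS; 25nM Ub-CHOP2 plus 25nM reporter substrate added, fluorescence (Ex485/Em531) read after 60min.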
ELG1 genotoxic: genotoxicity induction in ELG1-luciferase HEK293T cells | 330,000 compounds, 1.3% hits | Potency, µM (doses to about 46 µM), for inactives: at the top dose activity change, positive = activation, actives largely listed as activators | HEK293T ELG1-luciferase reporter, luminescence, 16 h; also: potency is read from the fitted curve at half-maximal effect; % of control where 0% means no effect; nearly all actives have a fitted effect of over 60% in size
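Reporter readout depends on ELG1 protein level, which increases with genetic stress. After 16 hr compound exposure at 37 °C, luciferase activity was quantified using ONE-Glo.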
uPA generation: inhibitors of cell surface uPA generation; cell surface uPA generation assay, qHTS; Potency, µM (highest dose often 38.3 µM), for the others: top-dose activity change, negative = inhibition, most hits filed as inhibitors; 330,000 compounds, 0.31% hits; AID 540303; active = well fitted inhibition curve with a large enough effect; inconclusive = small, poorly fitted or top-dose-only effect; inactive = no such curve, though single readings can be large or run the other way; tested in mouse RAW 264.7 cells; also: potency is read from the fitted curve at half-maximal effect; % is scaled to controls: 0 for no effect and ±100 for the full control effect; nearly all actives have a fitted effect of over 55% in size
S-ASM inh: human S-ASM enzyme inhibition. P17405. placental ASM, HMU-PC fluorogenic substrate, 60 min. Potency, µM (titrated, usually from 57.5 µM), inactives show at the highest dose activity change, negative = inhibition, usual class: inhibitors. 340,000 compounds, 0.006% hits; also: potency is read from the fitted curve at half-maximal effect
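Human placenta-derived ASM preincubated with compound 10 min at room temperature, then reacted with 9 uM (final) fluorogenic HMU-PC substrate for 60 min at 37 C. Stop solution raises pH to 10; fluorescence read at Ex 386/Em 447 nm.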
Eya2 phos inh: Eya2 (human) phosphatase inhibition; O00167; recombinant Eya2, OMFP fluorescence dephosphorylation (OMFP is methylfluorescein phosphate); Potency, µM (doses to about 76.9 µM), for the others: top-dose activity, negative = inhibition, usual class: inhibitors; 330,000 compounds, 0.006% hits; AID 488837; also: potency is read from the fitted curve at half-maximal effect; % is scaled to controls: 0 for no effect and ±100 for the full control effect
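Eya2 (0.2 uM) preincubated 10 min at ambient with compound, then OMFP substrate added at 50 uM; 10 min reaction in 50 mM HEPES pH 7.5, 50 mM NaCl, 5 uM MgCl2, 0.05% BSA, 1 mM DTT. Fluorescence read at Ex 485/Em 525 nm.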
Starred values were filed as active, the others as inactive; ? = inconclusive; nt = no result given; & = joins results of further samples; [ ] = another dose, or the depositor's remark. Unless noted, calls follow the shape of the dose curve; as a rule, active = well fitted curve in the direction sought with a large enough effect; inconclusive = small, poorly fitted or top-dose-only effect, or another doubt; inactive = no such curve, though single readings can be large; an effect the other way counts as inactive or inconclusive.

SMILES	TRPV1 agonist	B2AR arrestin	BRCA1 expr up	p53 reactivation	a7 integrin act	TSG101-PTAP inh	USP2a block	ELG1 genotoxic	uPA generation	S-ASM inh	Eya2 phos inh
CN(C(=O)COC(=O)C12CC3CC(CC(C3)C1)C2)c1c(N)n(Cc2ccccc2)c(=O)[nH]c1=O	0	-0.4%	-17%	-5%	?	-3%	0%	0%	7%	5%	-11%
O=C(CCl)N1CCCC1c1ccc2c(c1)OCCO2 (stereo not given)	6	-0.2%	-44%	-18%	0%	4%	3%	-26%	-2%	-2%	-4%
CN1CCC(CO)(Cc2ccccc2)CC1	3	0.5%	15%	2%	-7%	-7%	1%	1%	10%	4%	-5%
Cc1ccc(NC(=O)CSc2ncnc3ccccc23)cc1S(=O)(=O)N1CCOCC1	2	0.5%	-42%	11%	0%	-3%	4%	-19%	0%	-4%	-3%
CCC1(C)Cc2c(C#N)c(N)n(-c3ccccc3)c(=S)c2CO1 (stereo not given)	4	0.0%	-4%	2%	13%	-5%	1%	-4%	-1%	-3%	2%
COc1ccc(C(=O)Nc2ncc3c(n2)CC(c2ccco2)CC3=O)cc1 (stereo not given)	?	-0.1%	-16%	3%	-13%	-1%	3%	-10%	5%	-2%	15%
COc1ccccc1-n1c(SCC(=O)Nc2cccc3ccccc23)nc(O)cc1=O	-1	-0.2%	-16%	-2%	6%	-6%	-7%	0%	4%	0%	6%
COc1ccccc1CC(=O)NC1CCCCCC1	0	0.3%	0%	8%	21%	-3%	0%	2%	?	5%	-1%
COc1cc2cc(CCCOC(=O)c3ccc4c(c3)OCO4)oc(=O)c2cc1OC	8	0.2%	-20%	-7%	-17%	-5%	0%	1%	9%	2%	-6%
COC(=O)NCC(c1cccnc1)N1CCN(c2ccccc2OC)CC1 (stereo not given)	-2	-0.2%	-1%	3%	-5%	-6%	0%	-1%	7%	2%	-6%
O=C(Cc1ccc(Br)cc1)N1CCN(c2ccccc2)CC1	?	-0.1%	1%	0%	-23%	-10%	4%	1%	0%	0%	-3%
CN(Cc1ccccc1)c1nc(N)c([N+](=O)[O-])c(Nc2cccc(F)c2)n1	-2	0.6%	-2%[1.84 µM]	2%	17%	-3%	1%	4%	-2%	-22%	-22%
CCc1ccc(N(CC(=O)N2CCN(Cc3ccccc3)CC2)S(C)(=O)=O)cc1	3	-0.2%	1%	-5%	-17%	-1%	-4%	-8%	13%	1%	-16%
CN1CCCN(S(=O)(=O)c2ccc3c(c2)OCCO3)CC1	-1	0.0%	-1%&0%	-3%	12%	-5%	3%	3%	-1%	2%	-2%
CC(=O)c1ccc(N=Nc2ccc(N(C)C)cc2)cc1	0	0.3%	?	1%	9%	-13%	1%	?	-3%	-4%	-3%
COc1ccc(NC(=O)Cc2c(C)n(C(=O)c3ccc(Cl)cc3)c3ccc(OC)cc23)cc1	0	-0.3%	-27%	8%	0%	-7%	-1%	2%	4%	-9%	-1%
O=C(NCc1ccc2c(c1)OCO2)C1CC(=O)N(CCc2ccc(Cl)cc2)C1 (stereo not given)	8	-1.0%	-4%	4%	0%	0%	0%	-6%	0%	nt	-1%
CS(=O)(=O)c1nc(S(=O)(=O)c2ccc(Cl)cc2)c(N2CCC(O)CC2)s1	1	0.1%	-23%	-4%	-72%[inhibitor]	3%	1%	-4%	?	173%[activator]	1%
COc1cc(/C=N/n2c(SC)nnc(C(C)(C)C)c2=O)ccc1O	2	-0.3%	-17%	1%	2%	0%	4%	-1%	-4%	-3%	1%
CCC(NC(=S)NCc1ccc(F)cc1)c1ccc(C)cc1 (stereo not given)	?	-0.6%	2%	2%	-8%	2%	-8%	-13%	9%	-2%	-9%
CCC(C)(C)n1nnnc1CN1CCC(c2nc3ccc(C)cc3[nH]2)CC1	nt	9.4%	-1%	-8%	21%	-2%	4%	-6%	nt	3%	5%
CCCCOc1ccc(C(C)(O)CCN2CCOCC2)cc1 (stereo not given)	-2	0.6%	1%	-5%	21%	-5%	3%	1%	-8%	3%	-12%
Cc1cc(C(=O)NNC(=O)c2cccc(N(C)C)c2)c(C)o1	0	-0.4%	15%	1%	-31%	-2%	-2%	7%	3%	3%	5%
Cc1nc2ccccc2c2c1C(=O)N(CCC1=CCCCC1)C2=O	-3	-0.3%	nt	4%	nt	nt	2%	0%	nt	nt	2%
CC1=C(C(=O)OC(C)C)C(C)C(C(=O)OC(C)C)=C(C)N1	?	-0.3%	-19%	-5%	4%	-4%	?	-9%	nt	42%[activator]	-3%
C=CCN=C1NN=C(c2ccc3c(c2)OCCO3)CS1	4	0.0%	-9%	-8%	-37%	0%	1%	0.58µM*	-12%	1%	-2%
CCN(CC)CCCN1C=C2C(=O)C(C)(OC(=O)C3CCCC3)C(=O)C(c3ccccc3)=C2C=C1CCCC(=O)OC (stereo not given)	6	-0.2%	0%	0%	-17%	nt	7%	0%	3%	-8%	1%
COCC(C)NC(=O)c1cccc([N+](=O)[O-])c1 (stereo not given)	0	-0.4%	-11%	9%	26%	-9%	1%	1%	6%	-1%	0%
Cc1ccc(C(=O)COC(=O)c2ccc3c(c2)C(=O)N(c2cccc4ncccc24)C3=O)cc1	-3	-0.6%	-45%	-4%	34%	-3%	2%	2%	-11%	-9%	-4%
O=S(=O)(NC1CCCCCC1)c1ccc(Br)s1	16	0.2%	-30%	7%	-19%	-3%	0%	-1%	0%	-10%	-5%
CN1CC(=O)N(CC(=O)Nc2ccc(Cl)c(C(F)(F)F)c2)C1=O	-1	-1.2%	6%	-1%	13%	-5%	-1%	1%	3%	3%	-10%
Cc1nc(-c2ccc(Cl)cc2)sc1C(=O)NN	-7	-0.9%	-39%	4%	-18%	-1%	0%	-2%	-5%	-8%	4%
CC(Nc1cc(N2CCN(S(C)(=O)=O)CC2)ccc1[N+](=O)[O-])c1ccccc1 (stereo not given)	15	-0.3%	-29%	-3%	21%	-1%	-3%	0%	2%	-28%	0%
CCC(=O)N1N=C(c2ccc(NS(=O)(=O)c3ccc(C)cc3)cc2)CC1c1ccco1 (stereo not given)	nt	0.5%	-31%	-1%	-37%	1%	1%	-2%	?	-7%	-30%
CCC(=O)c1ccc2c(c1)N(CCCN(C)C)c1ccccc1S2	nt	nt	1%	nt	nt	-3%	nt	nt	?	-7%	1%
CCN(c1cccc2ccccc12)S(=O)(=O)c1cccs1	nt	0.1%	-49%	2%	-26%	-3%	1%	-2%	?	6%	-4%
Cc1cccc(C)c1NC(=O)CSc1nc2c([nH]1)c(=O)n(C)c(=O)n2C	-1	-0.1%	-14%	5%	9%	-5%	-1%	-4%	2%	3%	-9%
O=C(O)CC(NC(=O)COc1ccc(Cl)cc1Cl)C(=O)O (stereo not given)	3	-0.1%	18%	0%	-7%	-8%	-1%	-1%	-3%	0%	17%
CCC(=O)Nc1ccc(C(=O)CN2CCC(C)CC2)cc1	0	0.2%	nt	0%	nt	nt	-1%	3%	nt	nt	-5%
CCCNC(=O)NNC(=O)c1cc(-c2ccc3c(c2)OCO3)nc2ccccc12	-7	-0.1%	-15%	-4%	-17%	-5%	0%	0%	3%	3%	-12%
CCc1cc(SC#N)cc(CC)c1NC(=O)CCl	-1	0.5%	-94%	-30%	-48%[inhibitor]	-1%	-1%	16%	-11%	4%	3%
C[C@@H]1NC(=O)c2cc([N+](=O)[O-])cc(I)c2NCCCC[C@@H](C(N)=O)NC(=O)[C@H](CCC(=O)O)NC1=O	-1	2.6%	-7%	2%	-31%	-3%	1%	3%	1%	1%	5%
CCCCOc1ccc(C(O)(CCN2CCOCC2)c2ccccc2)cc1 (stereo not given)	3	-0.5%	11%	-4%	5%	-1%	1%	-7%	-6%	2%	4%
Cn1cccc1Cc1nnc(SCC(=O)N2CCCCCC2)n1CCc1ccccc1	-3	0.0%	-21%	1%	8%	-5%	-2%	-6%	-24%	0%	4%
Cn1c(=O)c2c(nc(SCC(=O)NCc3ccc4c(c3)OCO4)n2Cc2ccc(Cl)cc2)n(C)c1=O	-5	0.2%	1%	-1%	13%	-1%	0%	-2%	1%	-3%	-14%
CCOC(=O)c1[nH]c2ccc(OC)cc2c1NC(=O)C(C)N1CCC2(CC1)OCCO2 (stereo not given)	-3	-0.2%	nt	-4%	nt	nt	-2%	-12%	nt	nt	-1%
COc1cc(NC(=S)N2CCN(C)CC2)cc(OC)c1	1	0.3%	-8%	5%	-6%	-1%	1%	1%	9%	4%	-2%

Screening results from PubChem BioAssay.

No enrichment for hits; any-hit rate near 2.6%.
